# Tb PFK inh = T. brucei PFK enzyme inhibition; T. brucei PFK, ADP-Glo luminescence; O15648; hit rate 0.17% among 330,000; Potency, µM (titrated, usually from 57.5 µM), inactives show at the highest dose activity, negative = inhibition, most hits filed as inhibitors; AID 485367;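 also: potency is read from the fitted curve at half-maximal effect; 0% = uninhibited 1x PFK enzyme wells and -100% = no-enzyme wells; nearly all actives have a fitted effect of over 60% in size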
#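 Activity is normalized to no-enzyme wells (full inhibition) and 1.25 nM enzyme wells (no inhibition). Reaction: 0.5 mM F6P, 0.1 mM ATP, 45 min RT, ADP-Glo luminescence; concentration-response curves fitted and classed by quality.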
# Chronic BCR inh = chronic active BCR signaling inhibition; AID 493014; hit rate 0.05% among 340,000; ABC-DLBCL IkBa-CBG/CBR reporter, luminescence ratio, 4 h; Potency, µM (doses to about 46.1 µM), inactives show at the top dose ratio change, negative = lower green/red ratio, hits mostly inhibitors; active = well fitted inhibition curve with a large enough effect in the signal ratio, with a control signal flat, not every such curve was filed as active; inconclusive = small, poorly fitted or top-dose-only effect, or effect the other way, or a change in a side signal; the % refers to the signal ratio;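 also: potency is read from the fitted curve at half-maximal effect; plate controls were basal doxycycline-induced cells for no effect and cells given 10 µM MG132 for full effect; MG132 reads +100%, hits lower the ratio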
#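 Cell line TMD8 (human ABC DLBCL), stably expressing tet-inducible CBG68-IkBa fusion and CBR; IMDM/0.5% FBS; cpd up to 46 uM; dox induction, 4 h, 37C/5% CO2; dual luminescence; green/red ratio; MG132 control.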
# uPA surface inh = cell surface uPA generation inhibition | hit rate 0.31% among 330,000 | cell surface uPA generation assay, qHTS | Potency, µM (highest dose often 38.3 µM), for the others: at the highest dose activity change, negative = inhibition, actives largely listed as inhibitors; active = well fitted inhibition curve with a large enough effect; inconclusive = small, poorly fitted or top-dose-only effect; inactive = no such curve, though single readings can be large or run the other way; tested in mouse RAW 264.7 cells; also: potency is read from the fitted curve at half-maximal effect; % is scaled to controls: 0 for no effect and ±100 for the full control effect; nearly all actives have a fitted effect of over 55% in size
# B2AR arrestin = agonists driving beta-arrestin recruitment to human beta2-adrenergic receptor; beta-arrestin recruitment to beta2AR, cell-based reporter; hit rate 0.02% among 330,000; Potency, µM (titrated, usually from 46.1 µM), without a hit: at the top dose activation, usual class: activators; AID 492947;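 also: potency is read from the fitted curve at half-maximal effect; 0% = DMSO controls and full agonism = EC100 isoproterenol or metaproterenol; nearly all actives have a fitted effect of over 65% in size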
# Target sequence (P07550 whole entry, looked up): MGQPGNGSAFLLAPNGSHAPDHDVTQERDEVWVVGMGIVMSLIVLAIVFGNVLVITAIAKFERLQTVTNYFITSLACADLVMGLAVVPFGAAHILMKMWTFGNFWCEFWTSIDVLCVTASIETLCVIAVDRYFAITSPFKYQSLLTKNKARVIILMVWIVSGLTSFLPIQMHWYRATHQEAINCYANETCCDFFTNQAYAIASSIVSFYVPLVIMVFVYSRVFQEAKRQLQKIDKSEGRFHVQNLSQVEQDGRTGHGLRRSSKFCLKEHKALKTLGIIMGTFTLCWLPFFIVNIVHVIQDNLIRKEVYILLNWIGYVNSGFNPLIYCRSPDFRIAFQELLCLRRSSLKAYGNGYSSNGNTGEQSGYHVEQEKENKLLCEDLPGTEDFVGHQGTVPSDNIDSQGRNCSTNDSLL
# PTAP TSG101 blk = blocks PTAP/TSG101 interaction to inhibit HIV-1 budding | Q99816 | Fluorescence polarization, FITC-PTAP peptide / Tsg101 binding | Potency, µM (highest dose often 115 µM), without a hit: at the highest dose activity change, negative = inhibition, usual class: inhibitors | 340,000 tested, under 10 active | AID 493005; active = well fitted inhibition curve with a large enough effect in the main read-out, with a control signal flat, not every such curve was filed as active; inconclusive = small, poorly fitted or top-dose-only effect, or effect the other way, or a change in a side signal; inactive = no such curve, though single readings can be large or run the other way; also: potency is read from the fitted curve at half-maximal effect; % of control where 0% means no effect
#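 Compounds were pin-transferred onto Tsg101 binding domain (10 uM final) in HEPES pH 7.5 buffer, then FITC-PTAP peptide was added at 50 nM final. After 20 min at RT, polarization reported peptide displacement across a qHTS concentration series.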
# ELG1 DNA repair = inhibitors of ELG1-dependent DNA repair in HEK293T cells; HEK293T ELG1-luciferase reporter, luminescence, 16 h; DNA damage induced by 5-fluorouridine; hit rate 2.3% among 330,000; Potency, µM (highest dose often 46.1 µM), inactives show top-dose activity change, negative = inhibition, most hits filed as inhibitors; AID 504467; also: potency is read from the fitted curve at half-maximal effect; % is scaled to controls: 0 for no effect and ±100 for the full control effect; nearly all actives have a fitted effect of over 55% in size
#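 Quantitative HTS, concentration-response format. 2,000 cells/well co-treated with 5-fluorouridine and compound, 16 hr in 5% CO2 at 37 °C; ONE-Glo luminescence read after 30 min.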
# TCR activator = T cell receptor activation; Potency, µM (titrated, usually from 9.22 µM), without a hit: top-dose activation of IL-2 secretion, most hits filed as activators; AID 504894; 330,000 tested, under 10 active; primary human leukocytes, anti-CD3, IL-2 HTRF, 48 h; also: % of control where 0% means no effect
#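 Human primary leukocytes + a-CD3 beads + cpd, 48 hr; IL-2 in supernatant by HTRF (ex 320nm / em 665nm). No co-stimulatory signal supplied.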
# USP2a block = inhibitors of human ubiquitin-specific protease USP2a; O75604; USP2 core, Ub-CHOP2 coupled fluorogenic reporter, 485/531; Potency, µM (top dose mostly 38.3 µM), for the others: top-dose activity change, negative = inhibition, most hits filed as inhibitors; hit rate 0.01% among 330,000; AID 463254;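 also: potency is read from the fitted curve at half-maximal effect; plate controls were DMSO wells for no effect and full inhibition by NEM control for full effect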
# Target sequence (O75604 whole entry, looked up): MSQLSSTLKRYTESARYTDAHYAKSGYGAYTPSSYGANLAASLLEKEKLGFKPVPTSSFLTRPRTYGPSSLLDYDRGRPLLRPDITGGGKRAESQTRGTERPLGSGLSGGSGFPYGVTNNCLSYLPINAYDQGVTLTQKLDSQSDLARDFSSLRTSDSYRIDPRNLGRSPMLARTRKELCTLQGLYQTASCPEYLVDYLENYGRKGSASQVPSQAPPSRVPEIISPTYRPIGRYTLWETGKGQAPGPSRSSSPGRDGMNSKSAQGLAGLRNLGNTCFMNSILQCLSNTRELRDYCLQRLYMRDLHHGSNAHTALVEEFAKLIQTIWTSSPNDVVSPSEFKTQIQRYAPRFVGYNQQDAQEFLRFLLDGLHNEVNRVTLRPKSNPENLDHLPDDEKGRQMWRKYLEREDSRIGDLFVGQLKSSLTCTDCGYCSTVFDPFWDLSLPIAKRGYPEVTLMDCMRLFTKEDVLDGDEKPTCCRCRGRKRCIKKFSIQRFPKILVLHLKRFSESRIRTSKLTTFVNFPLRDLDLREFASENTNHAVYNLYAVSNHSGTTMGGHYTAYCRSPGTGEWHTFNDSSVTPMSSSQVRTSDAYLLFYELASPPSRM
#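 Deubiquitinase activity read as fluorescence (485/531 nm) after Ub-CHOP2 cleavage activates the enterokinase reporter on its substrate; USP2 core 10nM, Ub-CHOP2 and substrate 25nM each, 30min compound preincubation then 60min RT; data normalized to NEM, curves fitted.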
# Eya2 inh = Eya2 (human) phosphatase inhibition. Potency, µM (doses to about 76.9 µM), for inactives: top-dose activity, negative = inhibition, hits mostly inhibitors. O00167. recombinant Eya2, OMFP fluorescence dephosphorylation (OMFP is methylfluorescein phosphate). hit rate 0.006% among 330,000; also: potency is read from the fitted curve at half-maximal effect; % is scaled to controls: 0 for no effect and ±100 for the full control effect
#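 Eya2 protein (added as 0.2 uM solution) was preincubated with compound for 10 min at ambient temperature in 50 mM HEPES pH 7.5, 50 mM NaCl, 5 uM MgCl2, 0.05% BSA, 1 mM DTT. OMFP (added at 50 uM) then reacted 10 min; fluorescence read at 485/525 nm.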
# TSHR antag = blocks TSH signaling through the human TSH receptor; TSHR-expressing cells, TSH-stimulated cAMP HTRF, 2 h; hits give low values; activity change, negative = inhibition, % at 11.5 µM; hit rate 0.2% among 330,000; AID 504810;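 active = activity change below a set negative limit, meaning inhibition stronger than a set level, cut at about -70% in these data; inconclusive = activity change between two set negative limits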; also: % is scaled to controls: 0 for no effect and ±100 for the full control effect
#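 TSHR-expressing cells were treated with compounds, then stimulated with TSH at EC80 (4nM final) for 2 hours at 37 deg C. Cellular cAMP was measured by HTRF competition between lysate cAMP and cAMP-d2 for a cryptate-labelled anti-cAMP antibody.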
# Mito fusion yeast = mitochondrial division inhibition or fusion activation | S. cerevisiae fusion-defective mutant growth rescue, CellTiterGlo 48 h | Potency, µM (highest dose often 46.1 µM), without a hit: top-dose growth rescue (activation), most hits filed as activators | hit rate 0.23% among 320,000 | AID 485298;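 also: potency is read from the fitted curve at half-maximal effect; % of control where 0% means no effect; nearly all actives have a fitted effect of over 45% in size; temperature-sensitive fusion mutants such as fzo1-1 at 37 °C on non-fermentable ethanol glycerol medium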
#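 Yeast fusion mutant, YPEG (non-fermentable carbon), compound, 48 h at 37C non-permissive; CellTiterGlo added, 10 min RT, luminescence read. Rescued growth = division inhibition.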
# An asterisk follows results filed as active; ? = inconclusive; . = not tested or not shown; [ ] = another dose, or the depositor's remark. Unless noted, calls follow the shape of the dose curve; as a rule, active = well fitted curve in the direction sought with a large enough effect; inconclusive = small, poorly fitted or top-dose-only effect, or another doubt; inactive = no such curve, though single readings can be large; an effect the other way counts as inactive or inconclusive.
SMILES,Tb PFK inh,Chronic BCR inh,uPA surface inh,B2AR arrestin,PTAP TSG101 blk,ELG1 DNA repair,TCR activator,USP2a block,Eya2 inh,TSHR antag,Mito fusion yeast
COc1c(C(CC(C)C)OC(C)=O)ccc2c1C(=O)OCc1cc(C)cc(O)c1O2 (stereo unspecified),2%,-2%,?,-1.3%,-1%,?,-10%,-8%,?,1,-59%[inhibitor]
CCOC(=O)N1CCC(NC(=O)CCC(=O)N2CCOc3ccc(Cl)cc32)CC1,?,2%,18%,-0.3%,-1%,?,4%,0%,-9%,-5,17%
COc1ccc(Cn2c(=O)[nH]c3cc(C(=O)Nc4ccc(N5CCN(C)CC5)cc4)ccc32)cc1,3%,0%,-6%,0.1%,-1%,-1%,-2%[46.1 µM],-1%,3%,-12,0%
C=CCN(C(=O)CCS(=O)(=O)c1cccc2nsnc12)c1ccccc1,7%,0%,2%,-0.1%,-6%,?,-1%,0%,1%,-7,-9%
OCCN(CC#CCC(O)(c1ccccc1)C1CCCC1)CCO (stereo unspecified),-10%,-10%,1%,0.1%,1%,?,4%,-1%,2%,-3,-4%
C#CCOCCOCCOCCNc1nc(N2CCOCC2)nc(N2CCN(C(=O)[C@H](Cc3cc4ccccc4[nH]3)n3cc([C@@H](N)C(C)CC)nn3)CC2)n1 (stereo partly specified),0%,13%,-7%,6.9%,0%,-8%,-15%,1%,1%,4,-1%
CC(C)(C)NC(=O)C1Cc2ccccc2CN1C(=O)Nc1ccccc1Cl (stereo unspecified),0%,8%,-1%,-0.4%,-5%,7%,5%,0%,3%,1,11%
CC(Oc1ccccc1)C(=O)NNS(=O)(=O)c1ccc([N+](=O)[O-])cc1 (stereo unspecified),-1%,1%,1%,-1.4%,-3%,-11%,0%[46.1 µM],1%,-3%,-4,-8%
COCCCNC(=O)Nc1ccc2c(c1)N(C)C(=O)CS2,-2%,-3%,-1%,0.5%,-3%,?,3%,-1%,-4%,-2,0%
CC(=O)Nc1ccc(S(=O)(=O)NC2CC(=O)N(c3ccc(C)cc3)C2)cc1 (stereo unspecified),-13%,-4%,6%,-1.1%,-2%,7%,-5%,0%,0%,9,-5%
O=C(NN1CCN(Cc2ccccc2Cl)CC1)c1ccc(Cl)cc1,-2%,3%,5%,-0.9%,-2%,?,1%[46.1 µM],2%,0%,8,6%
O=C(NCCc1c[nH]c2ccccc12)c1c(Cl)nc2sccn12,-5%,?,-3%,0.5%,-5%,?,-4%,-1%,2%,12,1%
CN(CC(=O)Nc1cccc(F)c1)C(=O)C1CC(=O)N(Cc2ccccc2)C1 (stereo unspecified),-1%,-1%,0%,-0.2%,-6%,-2%,-6%,3%,2%,-3,-1%
O=C1CC(Sc2nnc(-c3ccccc3O)o2)C(=O)N1c1ccccc1 (stereo unspecified),1%,?,-22%,-1.1%,-4%,0%,-1%,-1%,2%,-18,-2%
CC1Sc2ccc(S(=O)(=O)N3CCN(c4cccc(Cl)c4)CC3)cc2NC1=O (stereo unspecified),-6%,?,-4%,0.3%,-3%,-1%,1%,-5%,0%,-21,11%
COc1cc(C(=O)NCCC(=O)NCc2ccc3c(c2)OCO3)cc(OC)c1OC,0%,0%,0%,0.1%,.,-3%,.,-1%,12%,2,1%
Cc1ccccc1NC(=O)C1C2CCCC1C2c1ccccc1 (stereo unspecified),-3%,-1%,10%,-0.1%,-2%,20%,1%,1%,5%,51,0%
Cc1ccc(-c2nc3cc(Cl)ccc3o2)cc1,4%,?,-1%,-0.8%,-2%,?,-8%,-1%,6%,-6,-1%
O=C(CCCCCCCC(=O)c1ccccc1)c1ccccc1,3%,2%,5%,-0.1%,-4%,1%,-6%,-1%,-2%,-27,5%
CCN(CC)C(C(=O)Nc1ccc2c(c1)OCO2)c1ccccc1 (stereo unspecified),0%,1%,-1%,-0.1%,-1%,-5%,.,2%,1%,3,3%
CCOCCCNC(=O)c1oc2ccc(S(=O)(=O)N3CCOCC3)cc2c1C,0%,?,-9%,-0.2%,-3%,?,6%,-1%,18%,7,2%
O=C(/C=C/c1ccccc1)c1ccc2c(c1)OCO2,1%,?,-15%,3.7%,-3%,?,6%,0%,6%,-7,-6%
Cc1cc(C(=O)NCc2ccccc2Br)no1,-11%,?,.,-1.5%,-8%,30%,-3%,1%,-4%,5,1%
CCCCNC(=O)C1=C(N)C(C(=O)Nc2ccc(C)c(S(=O)(=O)N3CCCCC3)c2)SC1=Nc1ccc(C)cc1C (stereo unspecified),-1%,23%,-3%,3.1%,3%,-34%,-2%,-9%,-3%,-12,8%
CC(=O)N(C)c1nc(-c2ccc(Cl)cc2)cs1,1%,?,11%,-0.1%,-2%,?,-26%,1%,-11%,-4,3%
COC(=O)c1sc2ccccc2c1NC(=O)c1ccc(S(=O)(=O)N2CCC(C)CC2)cc1,0%,9%,-2%,-0.6%,-3%,?,0%[46.1 µM],3%,0%,-3,1%
COc1ccccc1C(=O)NCCc1nc2ccccc2n1C,2%,?,0%,-0.2%,0%,-3%,-2%,0%,-21%,-5,2%
O=C(c1ccc(Cl)cc1)c1ccc(CN2C(=O)c3ccccc3C2=O)o1,-1%,1%,2%,-0.3%,-4%,-11%,1%,2%,-1%,-16,13%
CC(C)CC(=O)NC(=S)Nc1cc(C(=O)O)ccc1Cl,2%,4%,-1%,-1.2%,-1%,0%,-1%[46.1 µM],3%,8%,-9,-2%
Cn1cc(Br)c(-c2cccc(NC(=O)CCCC(=O)O)c2)n1,14%,3%,-1%,-0.4%,1%,18%,-45%,-1%,-8%,-23,2%
COC(=O)c1[nH]c(C)c(/C(O)=C2\C(=O)C(=O)N(CCN(C)C)C2c2ccc(OC)cc2)c1C (stereo unspecified),-1%,4%,.,0.0%,.,1%,.,1%,2%,0,-1%
Cc1ccc(S(=O)(=O)N2CCC(=O)N(C(COCc3cccc(C)c3)C(C)C)CC2)cc1 (stereo unspecified),-6%,-3%,7%,-1.6%,-4%,-7%,2%,1%,-7%,-3,2%
CSCCC(NC(=O)C1CCC(C)CC1)C(=O)OCC(=O)c1ccc(Cl)cc1 (stereo unspecified),?,1%,-3%,-0.2%,0%,7%,1%[46.1 µM],-6%,-1%,-2,-4%
COc1ccc(CCNC(=O)CCC(=O)N2CCN(S(=O)(=O)c3ccccc3)CC2)cc1OC,-2%,-1%,.,-1.0%,-5%,0%,-6%,-2%,21%,0,-1%
CN1CCC(N(C)C(=O)/C(C#N)=C/c2ccc(OC(F)F)cc2)CC1,-5%,-2%,-18%,-0.2%,-3%,2%,-2%,2%,13%,5,-3%
Cc1ccc(N(CC(=O)NCc2ccco2)C(=O)CCC(=O)Nc2nccs2)cc1,0%,?,-2%,0.4%,0%,-4%,3%,-2%,2%,-4,3%
Cc1cc(C(=O)COC(=O)c2n[nH]c(=O)c3ccccc23)c(C)n1C,0%,?,-26%,-0.1%,0%,?,.,2%,3%,-1,-9%
COc1ccccc1NC(=O)N1CCCC1C(=O)NCc1ccc(F)cc1 (stereo unspecified),2%,0%,-3%,-0.3%,-2%,11%,.,0%,-5%,0,-1%
O=C(CN(CC1CCCO1)C(=O)CNS(=O)(=O)c1ccc(F)cc1)NCc1ccc(F)cc1 (stereo unspecified),0%,2%,2%,-0.8%,-5%,-2%,-39%,0%,-9%,1,4%
COc1ccccc1CNC(=O)C1CC(c2ccc([N+](=O)[O-])cc2)=NO1 (stereo unspecified),-9%,?,3%,-0.3%,-2%,-1%,-2%,0%,-21%,-1,1%
COCCOC(=O)c1cc(C(=O)c2cc(F)ccc2O)coc1=N,-4%,0%,0%,0.0%,-3%,-9%,-6%[46.1 µM],4%,-5%,-7,0%
O=C1c2ccccc2C(=O)N1CCSc1n[nH]c(=S)s1,-8%,?,3%,0.3%,0%,-1%,0%,1%,-13%,-1,6%
COc1ccc(Cn2nnnc2C(c2cc(OC)ccc2OC)N2CCC(C(N)=O)CC2)cc1 (stereo unspecified),-2%,4%,-4%,-0.1%,-8%,10%,-2%,-1%,-1%,25,-3%
Clc1ccc(SCc2cc(-c3ccccc3)no2)cc1,-1%,?,1%,-0.1%,-2%,?,0%,2%,-12%,-10,0%
